Screening data from PubChem BioAssay.
PAX8 reporter: PAX8 transcriptional activity inhibition; 1.2% of 360,000 active; inhibition, % at 12.6 µM; RMG-I TPO-luciferase reporter, SteadyGlo, 24 h;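 active = mean replicate inhibition at least 60% with every replicate also reaching 60%; inconclusive = only one of the two criteria is met; inactive = mean below 60% and not all replicates reaching 60%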;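 also: luciferase light reporting Pax8 driven TPO promoter activity; plate controls were median of neutral control wells for no effect and mitoxantrone controls for full effect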
EWS-Fli inh: EWS/Fli transcriptional activity inhibition | inhibition, % at 12.6 µM | A673 NR0B1-luciferase reporter, viability-normalised | AID 651661 | 0.67% of 350,000 active;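 active = mean inhibition of at least 50% after viability correction, with every replicate also passing that limit; inconclusive = mean reaches 50% but only one of two replicates passes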;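 also: firefly luciferase signal divided by Alamar Blue viability fluorescence both relative to DMSO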
DENV2 CPE: inhibitors of DENV2 cytopathic effect; DENV2-infected cells, cytopathic effect rescue, plate reader; CPE inhibition, % at 9.99 µM; 1.7% of 350,000 active; in the data active = CPE inhibition above about 20%, passing the limit was not always enough; inconclusive = no clear call, values can overlap the other calls; tested in BHK-21 cells;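 also: 0% = median of neutral control wells and 100% = median of positive control wells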
miR122 inh: blocks miR-122 activity in Huh7 sensor cells; Huh7 miR-122 Renilla luciferase sensor, 48 h; neutral wells = 0, positive control = 100; activation (reporter increase), % at 12.5 µM; 0.3% of 340,000 active;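 active = mean replicate activation score at least 90 and every replicate individually at or above 90; inconclusive = only one of the two criteria met; inactive = neither criterion met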;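 also: higher luciferase means less miR-122 activity so hits act as miR-122 inhibitors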
FN deposition inh: fibronectin deposition inhibition; AH1F fibroblasts, Alexa488-fibronectin deposition fluorescence, overnight; inhibition, % at 12.6 µM; 0.086% of 350,000 active; AID 743247;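 active = mean inhibition across replicates of 30% or more, regardless of how many single replicates reach that level; inconclusive = mean under 30% yet at least half of replicates reach 30%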;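 also: positive control wells lacked labelled fibronectin entirely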
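Measured by – fluorescence 485/525 nm · System – AH1F fibroblast monolayer, labelled fibronectin deposition · Amount – 10000 cells per well · Buffer or medium – serum-reduced DMEM (2% serum) · Doses – single dose, pinned · Also added – fluorescent fibronectin at 24 nM final · Schedule – 1 h cell attachment, overnight exposure to compound and label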
F508del corr: correctors of CFTR F508del function in bronchial epithelial cells. AID 720511. CFBE cells, YFP halide quenching; stimulated with forskolin plus potentiator P3; % fluorescence drop versus neutral controls. activity (quench increase), % at 7.58 µM. 0.36% of 350,000 active;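 active = mean added fluorescence quench of at least 8% versus neutral control, with both replicates also reaching 8%; inconclusive = only one of the mean or replicate conditions met; inactive = mean below 8% and not both replicates reaching 8%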;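 also: cells transiently co-express mutant CFTR-F508del with the halide-sensitive YFP; corrector assay measuring rescue of mutant channel to the surface after 24 h compound exposure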
INS-1E GSIS act: primary screen for activators of insulin secretion dependent on glucose, INS-1E cells, GLuc reporter luminescence; INS-1E GLuc reporter insulin secretion, 2-3 h; activation, % at 16.6 µM; 0.61% of 370,000 active; AID 743287;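 active = lowest replicate activation of at least 40%, so every replicate reaches that level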;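 also: 0% = median of neutral control wells and 100% = median of IBMX positive control wells; some compounds called inactive have numbers as strong as hits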
An asterisk follows results filed as active; ? = inconclusive; . = not tested or not shown; [ ] = remark or other dose.

nr	Structure	PAX8 reporter	EWS-Fli inh	DENV2 CPE	miR122 inh	FN deposition inh	F508del corr	INS-1E GSIS act
1	O=C(NNC(=O)c1ccncc1)c1ccncc1	-1	.	.	-2	1	.	.
2	CCN(CC(=O)NCc1ccc(Cl)cc1)C(=O)CN1C(=O)NC(CC)(c2ccccc2)C1=O (centres undefined)	3	.	0	3	-3	0.4	-37
3	Cc1ccc(C(=O)NCCc2nnc3ccc(NCCCN4CCOCC4)nn23)cc1	4	.	8	.	.	-1.9	-2
4	O=C(c1ccc(N2C(=O)C3C4c5ccccc5C(c5ccccc54)C3C2=O)cc1)N1CCOCC1 (centres undefined)	-6	.	.	-20	-5	.	7
5	C#Cc1ccc([C@H]2C=C(C(=O)O)O[C@@H](OCC)[C@@H]2CCCO)cc1	2	-11	3	.	.	-2.8	.
6	C=CC[C@@H](CC(=O)N[C@@H](CO)Cc1ccccc1)C(=O)N[C@H](COC(=O)[C@@H](CC=C)Cc1ccc(F)cc1)C(C)(C)C	1	-4	1	-9	-1	0.7	.
7	COc1ccc2c(c1)[C@H]1[C@H](CO2)[C@H](c2ccccc2)[C@]2(C)C(=O)Nc3cc(C)ccc3C(=O)N12	11	15	.	58	7	-4.4	.
8	COc1ccc(NC(=O)N(C)C[C@@H]2Oc3c(NS(=O)(=O)c4ccc(C)cc4)cccc3C(=O)N([C@@H](C)CO)C[C@@H]2C)cc1	3	1	-8	3[16.7 µM]	.	-4.6	-15
9	O=C1CCCN2N=C(SCC(=O)N3N=C(c4ccc(Br)cc4)CC3c3ccc(F)cc3)SC2=N1 (centres undefined)	25	-8	1	-10	-14	-1.8	-1
10	Cc1cc(C)nc(NC(=O)Cc2ccc(Br)cc2)n1	0	-4	4	4	7	-0.1	3
11	CCCCNC(=O)C1(NC(=O)Nc2ccccc2)CCCCC1	24	-13	-6	11	3	-1.8	-5
12	CCc1nc(SCC(=O)N2c3ccccc3CC2C)c2c(C)c(C)sc2n1 (centres undefined)	.	3	-4	.	.	3.7	2
13	CC(=O)Nc1c(-c2ccccc2Cl)c(=O)c2ccccc2n1C	-8	-2	-4	6	0	1.8	4
14	Cc1ccc(-c2noc(CSc3ccccc3)n2)cc1	-222	.	.	-7	-18	.	.
15	CO[C@@H]1CN(C)C(=O)c2ccc(NC(C)=O)cc2OC[C@@H](C)N(C(=O)CN2CCOCC2)C[C@@H]1C	.	-7	28*	-1[16.7 µM]	13	-0.2	-9
16	O=C(Nc1cccnc1)c1ccc(CN2CCc3ccccc3C2)cc1	7	.	.	-6	-1	.	.
17	CCOc1ccc(-c2noc(CCCC(N)=O)n2)cc1OC	.	0	0	-5	.	-0.5	13
18	C[C@H](CO)N1C[C@H](C)[C@H](CN(C)Cc2ccc(-c3ccccc3)cc2)Oc2ccc(N(C)C)cc2C1=O	2	7	-1	-2[16.7 µM]	.	-2.3	9
19	Cc1ccccc1CN1CCN(S(=O)(=O)c2ccc(Cl)s2)CC1	6	21	4	-3	1	-1.3	-12
20	C[C@H]1CCCCO[C@H](CN(C)Cc2ccc(Cl)c(Cl)c2)[C@@H](C)CN([C@@H](C)CO)C(=O)c2cc(NC(=O)Cc3ccccc3)ccc2O1	?	18	-4	-10[16.7 µM]	.	2.9	-14
21	O=C(O)COCC(=O)NCc1nc(-c2ccc(C(F)(F)F)cc2)no1	1	-1	2	-1	3	-5.2	-1
22	COc1ccc(NC(=O)N[C@@H]2CC[C@H](CC(=O)NCc3ccccn3)O[C@H]2CO)cc1	-6	2	0	-13[16.7 µM]	.	-0.1	-12
23	COc1ccc(-c2noc(CCCC(=O)NCCc3ccccc3)n2)cc1OC	-16	.	.	0	1	.	8
24	COc1ccc(C(C)(NC(C)=O)c2nc(-c3ccccc3OC)cs2)cc1 (centres undefined)	8	-5	-4	4	-6	-4.3	21
25	C[C@H](CO)N1C[C@H](C)[C@H](CN(C)S(=O)(=O)c2cn(C)cn2)Oc2c(NC(=O)NC3CCCCC3)cccc2C1=O	.	-1	-3	-3[16.7 µM]	8	1.5	10
26	CC(=O)N(CCc1ccccc1)c1ccc2c(c1)C1CC2CCN1C(=O)OCc1ccccc1 (centres undefined)	32	22	4	-6	.	-2.2	-35
27	CCc1ccc(S(=O)(=O)Nc2ccc(N3CCN(C)CC3)cc2)cc1	3	5	6	10	3	0.3	-8
28	COc1ccccc1/C=C\C(=O)NCC(=O)N/N=C/c1cccc(OC)c1O	33	.	4	2	5	2.7	-3
29	O=C(c1cccnc1)N1CCN(S(=O)(=O)c2ccc(S(=O)(=O)N3CCCC3)cc2)CC1	.	8	9	.	.	0.7	15
30	CN1C(=O)[C@@H]2[C@H](C1=O)[C@@H]1C(=O)Nc3ccccc3C(=O)N1[C@@H]2c1ccc(F)cc1	15	-16	-11	2	11	0.6	7
31	O=C(N/N=C/c1ccc(N2CCOCC2)cc1)c1ccc(O)cc1	-10	-18	.	1	5	-1.5	25
32	Cc1cccc(C(=O)NC(C)C(=O)NC(c2nc3ccccc3[nH]2)C(C)C)c1 (centres undefined)	-6	0	-3	-5	-2	5.0	-6
33	COc1ccccc1NC(=O)c1ccccc1NC(=O)c1ccccn1	-1	-18	5	-1	-3	4.8	37
34	NCc1cccc(-n2cccn2)c1	20	.	.	-2	0	.	.
35	COc1ccc(Cl)cc1NC(=O)CN(C)Cc1cccs1	5	8	-9	-1	13	1.2	-32
36	COc1ccc(-c2c(-c3ccc4c(c3)OCO4)c3ccccc3n2C)cc1	18	5	?	2	-7	-0.9	15
37	CC(=O)c1c(C)[nH]c(C(=O)Nc2nc(-c3ccccc3)c(C)s2)c1C	-8	.	.	3	-10	.	-29
38	COc1ccc(NC(=O)C2CCN(c3ncnc4c3nc3n4CCCCC3)CC2)c(OC)c1	11	5	1	-3	11	1.7	-2
39	CCCOc1ccc(C(=O)NC(=S)N2CCN(c3cc4c(cc3F)c(=O)c(C(=O)O)cn4CC)CC2)cc1	-1	-2	53*	-7	1	2.8	12
40	COc1ccc(N(CC(=O)NCc2ccco2)C(=O)CCC(=O)Nc2nccs2)c(OC)c1	22	3	-2	-9	9	-1.3	-1
41	CCCC#Cc1ccc([C@@H]2[C@@H](CO)N3CCCCN(C(=O)NC4CCCC4)C[C@H]23)cc1	-16	4	-30	-1[16.7 µM]	.	0.4	-16
42	N/C(=N\OC(=O)c1ccc(Cl)c([N+](=O)[O-])c1)c1ccccc1	10	8	?	-4	-12	1.5	.
43	CCCc1nnc(NC(=O)CCC(=O)Nc2ccc(F)cc2)s1	.	7	4	22	.	0.7	5
44	C[C@H](CO)N1C[C@H](C)[C@@H](CN(C)CC2CC2)Oc2c(NC(=O)Nc3ccc(F)cc3)cccc2C1=O	-6	-10	15	55[16.7 µM]	.	0.6	-5
45	CCC(=O)Nc1ccc2c(c1)C(=O)N(C)[C@H]1CC[C@H](CC(=O)N3CCc4ccccc4C3)O[C@@H]1CO2	-32	-6	13	3[16.7 µM]	-2	-0.7	-7
46	CC1(C)CC(=O)C=C(Nc2ccc(Br)cn2)C1	.	-5	-2	.	.	1.7	-4
47	CCS(=O)(=O)Nc1ccc2c(c1)C(=O)N(C)C[C@H](OC)[C@@H](C)CN(C(=O)c1ccc3c(c1)OCO3)[C@@H](C)CO2	.	-7	-5	.	-2	1.3	2
48	C[C@@H]1CN([C@H](C)CO)C(=O)Cc2cc(NC(=O)CCC(F)(F)F)ccc2O[C@H]1CN(C)C(=O)Nc1ccc(C(F)(F)F)cc1	3	-7	-2	4[16.7 µM]	-3	2.6	7
49	O=C(NNc1ccccc1Br)C(=O)n1ccc2ccccc21	17	.	.	.	9	.	-13
50	CCOC(=O)c1c(CN2CCOCC2)n(-c2ccccc2)c2ccc(O)cc12	38	.	.	-2	-3	.	.

Continuation.
nr	Structure	PAX8 reporter	EWS-Fli inh	DENV2 CPE	miR122 inh	FN deposition inh	F508del corr	INS-1E GSIS act
51	COc1cc(CN(C)CC2CCCN(CCc3ccccc3F)C2)cc(Cl)c1OC (centres undefined)	-5	16	2	-6	-5	-5.0	17
52	OC[C@@H]1[C@H]2c3ccccc3NC[C@H]2N1CC1CCOCC1	-13	-1	2	-7[16.7 µM]	3	0.6	5
53	C[C@H](CO)N1C[C@H](C)[C@H](CN(C)C(=O)c2cccnc2)Oc2ncc(C3=CCCC3)cc2C1=O	-22	-6	4	26[16.7 µM]	.	-0.6	-2
54	Nc1ncc2c(n1)-c1ccccc1CC2	-14	-23	0	-1	-5	0.8	10
55	COc1ccc(NC(=O)[C@@]2(CC(=O)O)CC(/C=C/c3ccccc3)=NO2)cc1	0	0	4	-1	5	3.4	-3
56	CCCCNCCOCCOc1ccc(C)cc1Br	-3	.	.	.	-1	.	25
57	Cc1ccc(Cc2c(-c3cccc(Cl)c3)nc3c(C)cc(Br)cn23)cc1	-5	-15	-9	1	-9	-1.7	-8
58	COc1ccc(C)cc1NC(=O)C1CCCN(S(=O)(=O)c2cccnc2)C1 (centres undefined)	-10	0	-1	4	1	-2.3	23
59	COc1ccc(C#Cc2ccc([C@H]3[C@H]4CN(C(=O)c5ccncc5)CC(=O)N4[C@H]3CO)cc2)cc1	.	6	1	.	.	-1.4	-6
60	CC(C)NC(=O)N[C@H]1CC[C@H](CC(=O)NCCN2CCCC2)O[C@@H]1CO	-2	-2	.	.	6	0.6	21

Profiles, looked up by structure. Screens in order: PAX8 reporter | EWS-Fli inh | DENV2 CPE | miR122 inh | FN deposition inh | F508del corr | INS-1E GSIS act
OC[C@@H]1[C@H]2c3ccccc3NC[C@H]2N1CC1CCOCC1 in the list: -13 | -1 | 2 | -7[16.7 µM] | 3 | 0.6 | 5
CCCCNCCOCCOc1ccc(C)cc1Br in the list: -3 | . | . | . | -1 | . | 25

Additional entries follow:
nr	Structure	PAX8 reporter	EWS-Fli inh	DENV2 CPE	miR122 inh	FN deposition inh	F508del corr	INS-1E GSIS act
61	O=C(C[C@H]1CC[C@H]2[C@@H](COC[C@@H](O)CN2S(=O)(=O)c2ccc(Cl)cc2)O1)NCCN1CCCC1	0	1	-5	0[16.7 µM]	-7	2.7	-4
62	CCOC(=O)C(C)/C(C)=N/NC(=O)c1cc2ccccc2cc1O (centres undefined)	32	14	6	.	6	.	-7
63	COC(=O)C[C@H]1CC[C@H]2[C@@H](COc3ccc(NC(=O)Nc4cccc(F)c4)cc3C(=O)N2C)O1	.	0	4	.	.	-1.0	7
64	COc1ccc(NC(=O)c2c3c(nc4ccccc24)CCC3)cc1S(=O)(=O)N1CCOCC1	-34	.	.	-1	4	.	4
65	CN1CCN(C(=O)c2cc([N+](=O)[O-])ccc2Cl)CC1	10	20	-1	.	-3	-0.3	4
66	COC(=O)CSc1ccc2nnc(CCNS(=O)(=O)c3ccc(C)cc3)n2n1	19	-4	.	.	.	-1.9	5
67	COc1cc(N2CCOCC2)ccc1C=C(C#N)C#N	17	1	2	.	4	2.9	-4
68	O=C(COC(=O)c1cccc(S(=O)(=O)N2CCCC2)c1)Nc1ccccc1Cl	-14	-6	-16	3	0	-3.2	-16
69	CCOC(=O)c1cn(CC(=O)Nc2cccc(F)c2)nn1	20	-3	2	.	3	0.2	-1
70	N#CC1(c2nc3ccccc3[nH]2)CC1c1ccc2c(c1)OCO2 (centres undefined)	5	.	.	1	4	.	.
71	CC1CCCC(NC(=O)CSc2nnc(C(F)(F)F)n2C)C1C (centres undefined)	-2	2	-1	-5	-1	-0.3	-6
72	O=C(CN1CCN(S(=O)(=O)c2ccc(Cl)cc2)CC1)NC1CC1	2	5	1	.	-3	0.0	-9
73	O=C(C[C@@H]1CC[C@H](NC(=O)Cc2ccccn2)[C@@H](CO)O1)NCCc1ccncc1	3	-5	.	3[16.7 µM]	2	-4.9	-3
74	O=C(CO)N/N=C/c1ccccc1F	.	-27	-1	0	.	-2.6	6
75	FC(F)(F)c1cc(-c2cccs2)nc(-n2cc(Cl)cn2)n1	9	.	.	-5	4	.	-4
